Runt-CBFb FRET – blocks binding of human RUNX1 Runt domain to CBFb. Q01196+Q13951. Cerulean-Runt/Venus-CBFb FRET ratio 530/480, 1 h. inhibition, % at 20 µM. actives 0.46% (n = 220,000). AID 1496;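 active = inhibition over about 50% at 20 µM in the single-dose screen, limit read from the data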;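 also: 0% = DMSO wells and 100% = excess unlabeled CBFb competitor control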
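Measured by: fluorescence energy transfer, 422 nm excitation, 530/480 nm emission; test system: Cerulean-tagged RUNX1 Runt domain (FRET donor) fusion protein; buffer or medium: Tris pH 7.5 buffer with BSA; compound: one dose, 20 µM compound, 1% DMSO; times: two 1 h room-temperature incubations shielded from light; benchmarks: unlabeled CBFb 5 µM, positive control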
NPY-Y1 antag – antagonists of human neuropeptide Y receptor Y1 | HEK293-CNG Y1 cells, membrane potential fluorescence; NPY at EC95, then isoproterenol | inhibition, % at 3.6 µM | actives 1% (n = 200,000) | AID 1040;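 active = inhibition above the campaign mean inhibition of all tested compounds plus 3 SD, cut at about 20% in these data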;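 also: 0% = DMSO wells given NPY plus isoproterenol and 100% = isoproterenol alone without NPY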
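Test system – HEK293 Y1/CNG channel cell line · Also added – NPY agonist 25 nM, then isoproterenol 1 µM plus Ro 20-1724 25 µM · Compound dosing – one concentration, 3.6 µM, in 0.4% DMSO · Schedule – compound incubation 1 h at room temperature, readout 45 min post-stimulation · Technique – fluorescence, membrane potential probe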
RBBP9 inh – inhibitors of human serine hydrolase RBBP9; recombinant RBBP9, FP-Rh probe fluorescence polarization; inhibition, % at 7.94 µM; actives 0.2% (n = 220,000); AID 1515;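 active = inhibition above the campaign mean of all tested compounds plus 3 SD, cut at about 14% in these data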;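 also: plate controls were DMSO wells with RBBP9 for no effect and wells lacking RBBP9 protein for full effect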
Target sequence (O75884 whole entry, looked up): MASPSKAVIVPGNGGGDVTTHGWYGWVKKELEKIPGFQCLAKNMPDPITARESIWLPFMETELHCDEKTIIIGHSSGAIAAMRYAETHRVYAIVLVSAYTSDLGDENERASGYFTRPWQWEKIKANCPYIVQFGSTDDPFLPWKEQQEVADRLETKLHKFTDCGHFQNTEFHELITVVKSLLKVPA
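Controls: DMSO-treated enzyme wells and wells lacking RBBP9 | Material: RBBP9 protein | Technique: Fluorescence polarization | Replication: Single well per compound, no replicates | Buffer or medium: Tris-NaCl-Pluronic buffer, pH 8.0 | Timing: 30 min compound preincubation, 45 min probe labeling, 25 °C | Read-out basis: Percent inhibition from mP, scaled between DMSO and no-protein wells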
NPY-Y2 PAM-ag – human NPY-Y2 potentiation or agonism, primary screen; AID 1359; cells expressing NPY-Y2, potentiator/agonist read-out; P49146; activation, % at 3.6 µM; actives 0.45% (n = 220,000); in the data active = activation above about 27%;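 also: cells stimulated with NPY near EC25 plus isoproterenol at EC100; 0% = vehicle plus submaximal agonist and 100% = vehicle plus saturating agonist; some results beyond the cut were filed as inactive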
Target sequence (P49146 whole entry, looked up): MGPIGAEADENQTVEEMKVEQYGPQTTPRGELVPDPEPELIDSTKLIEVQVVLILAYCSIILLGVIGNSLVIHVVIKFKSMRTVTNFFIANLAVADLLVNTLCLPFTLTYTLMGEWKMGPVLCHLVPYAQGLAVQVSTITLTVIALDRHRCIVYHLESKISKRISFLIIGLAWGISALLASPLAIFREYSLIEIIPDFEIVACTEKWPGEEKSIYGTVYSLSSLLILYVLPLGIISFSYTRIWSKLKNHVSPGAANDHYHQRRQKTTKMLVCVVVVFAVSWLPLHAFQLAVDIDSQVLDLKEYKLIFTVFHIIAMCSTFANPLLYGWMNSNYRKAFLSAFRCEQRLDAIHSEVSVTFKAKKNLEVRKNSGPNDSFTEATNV
NPY1 pot ag – potentiates or activates human NPY-Y1 receptor. P25929. NPY-Y1 expressing cells, potentiator/agonist activation. activation, % at 3.6 µM. actives 0.37% (n = 220,000). AID 1304; in the data active = activation above about 33%, passing the limit was not always enough;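 also: cells stimulated with NPY at EC10 then isoproterenol at EC100; 0% = low agonist plus stimulus and 100% = saturating agonist plus stimulus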
Ba/F3 V617F tox – reduce viability of Ba/F3 cells dependent on JAK2V617F; Ba/F3 EpoR-JAK2V617F viability, ATP luminescence; inhibition, % at 5.6 µM; actives 1.1% (n = 220,000); AID 1446;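 active = inhibition above the campaign mean plus 3 SD over all tested compounds, cut at about 24% in these data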;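 also: cytokine-independent growth of Ba/F3 cells driven by EpoR plus mutant JAK2; 0% = DMSO-treated cells and 100% = JAK inhibitor I control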
BaF3 tox – counter-screen for JAK2V617F inhibitors: parental Ba/F3 viability inhibitors | CellTiter-Glo ATP luminescence | inhibition, % at 5.6 µM | actives 1.1% (n = 220,000) | AID 1486;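 active = inhibition above a per-campaign cutoff, the mean inhibition of all tested compounds plus 3 SD, cut at about 27% in these data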;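 also: 0% = DMSO wells and 100% = JAK Inhibitor I control wells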
S1P4 antag – antagonists of human S1P4 receptor; actives 0.26% (n = 220,000); S1P4-expressing cells, antagonist mode, reporter read-out; O95977; inhibition, % at 4.98 µM; in the data active = inhibition above about 29%;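 also: 0% = wells stimulated with agonist and 100% = vehicle wells without agonist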
Target sequence (O95977 whole entry, looked up): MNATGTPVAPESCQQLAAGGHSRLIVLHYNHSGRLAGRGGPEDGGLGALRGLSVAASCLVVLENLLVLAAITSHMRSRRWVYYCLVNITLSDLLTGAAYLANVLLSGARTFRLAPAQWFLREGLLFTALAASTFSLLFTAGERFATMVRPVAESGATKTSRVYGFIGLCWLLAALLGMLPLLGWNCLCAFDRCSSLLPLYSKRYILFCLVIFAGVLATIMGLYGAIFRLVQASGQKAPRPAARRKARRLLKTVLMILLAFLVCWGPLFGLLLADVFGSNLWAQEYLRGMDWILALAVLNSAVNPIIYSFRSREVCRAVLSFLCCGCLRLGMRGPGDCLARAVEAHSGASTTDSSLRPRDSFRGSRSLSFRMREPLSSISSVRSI
S1P4 agonist – agonists of human S1P4 receptor. S1P4-expressing cell line, agonist reporter assay. actives 0.35% (n = 220,000). activation, % at 4.98 µM. AID 1509. O95977; in the data active = activation above about 11%;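 also: 0% = DMSO vehicle and 100% = reference agonist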
* marks the source's active call; other numbers are inactive results; . = not tested or not shown. An unsorted share of the library (roughly 3.6% active in at least one column).

SMILES	Runt-CBFb FRET	NPY-Y1 antag	RBBP9 inh	NPY-Y2 PAM-ag	NPY1 pot ag	Ba/F3 V617F tox	BaF3 tox	S1P4 antag	S1P4 agonist
CCn1c2c(c3ccc(OC)cc31)CCCC2=O	2	3	6	13	-13	-2	3	-11	0.2
COc1ccc(-c2c3c(=O)n(C)c(=O)n(C)c3c3nnc4ccccc4n23)cc1	.	4	2	-5	-14	2	5	1	0.1
O=C(c1cc2ccccc2oc1=O)N1CCOCC1	2	.	-3	0	13	-2	-12	-6	2.2
Nc1nnc(N)c2ccccc12	1	1	-7	2	-2	6	-2	-14	3.3
CCc1c(C)nc(N)n2c(SCC(=O)N3CCCC(C)C3)nnc12 (configuration not stated)	-1	3	-3	2	6	3	7	-10	0.2
O=C(O)CSc1ccc2nnc(-c3cccnc3)n2n1	0	8	-1	-7	-10	4	9	-6	-0.3
COc1ccc(NC(=S)N2CCN(c3ncccn3)CC2)c(OC)c1	7	.	1	-24	7	-1	-4	1	-1.0
O=C(Nc1ccc(N2CCOCC2)cc1)c1ccncc1	1	6	-12	-5	7	3	5	-22	-2.8
COc1ccc(C(=O)Nc2scc(-c3ccc(Cl)cc3Cl)c2C(N)=O)cc1	0	-3	-4	-2	-20	-2	1	-8	2.9
CC(=O)c1ccc2noc(-c3ccc(F)cc3)c2c1	-1	-1	-10	3	14	-1	6	-13	2.6
O=C(COC(=O)c1c2c(nc3ccccc13)CCCC2)Nc1ccc2c(c1)OCO2	-2	20*	-12	-8	-2	1	2	-4	-0.3
CCOC(=O)Cc1csc(N/N=C/c2ccc(Cl)cc2)n1	0	.	-3	-6	16	-1	-1	-4	4.0
Cc1ccccc1OCc1nnc(SCC(=O)Nc2ccc3nc(SCC(=O)NC(C)(C)C)sc3c2)n1C	-3	-3	1	-2	24	-2	1	2	-2.4
Cc1ccc2nc(-c3ccccc3)c(CN3CCOCC3)n2c1	1	2	-6	5	2	0	5	-8	0.7
Cc1nn2c(NCC(C)C)c3c(nc2c1-c1ccccc1)CCC3	-4	4	-6	-11	9	-5	-1	-7	3.0
COc1nnc(-c2ccccc2)s1	3	-1	-11	3	-4	2	2	3	0.2
N#C/C(=C\c1ccc(-c2cccc([N+](=O)[O-])c2)o1)c1nnc(N2CCOCC2)n1-c1ccccc1	-15	6	-6	-2	19	0	5	2	-0.2
C[C@H](NC(=O)OC(C)(C)C)c1nnc(SCC(N)=O)o1	-1	-2	-7	-6	5	2	5	-8	1.7
COc1ccccc1NC(=S)NNC(=O)c1ccccc1	.	4	-9	-2	4	0	2	-21	2.6
COCCN(C(=O)Cc1cccs1)C(C(=O)NCc1ccc(OC)cc1)c1ccc(OC)cc1 (configuration not stated)	1	5	-6	-14	12	-3	5	-12	2.0
COC(=O)CNC(=O)COc1ccccc1	1	3	0	-2	-21	-3	3	5	2.3
COc1ccc(NC(=O)CC2C(=O)N(c3ccccc3)C(=O)N2CCc2cccs2)cc1 (configuration not stated)	-1	8	-11	3	12	8	6	-18	1.8
COC(=O)c1ccc2c(=O)n(CCCCCC(=O)O)c(=O)[nH]c2c1	0	-5	-9	13	-8	-2	3	-2	3.0
CC(C)(C)n1cnc(C(N)=O)c1N	-1	6	-2	-7	-6	-3	3	-19	1.4
O=C(Nc1ccc(-c2nc3ccccc3o2)c(O)c1)c1cc(-n2cnnc2)ccc1Cl	0	0	-13	0	5	2	8	-29	1.4
OC[C@H](O)[C@H](O)[C@@H](O)[C@@H](O)[C@@H]1SC(c2ccccc2)=NN1c1ccccc1	4	.	-1	15	17	-3	-4	-2	1.2
O=C(O)c1ccc(NCc2cccc(Br)c2)cc1	0	2	5	1	-2	-1	5	-11	0.2
O=C(CSc1ncccn1)N1CCN(C(c2ccccc2)c2ccccc2)CC1	-12	0	1	-12	10	2	6	0	0.4
CCOC(=O)N1CCC(N2C(=O)c3ccccc3C2Nc2ccc3c(C)cc(=O)oc3c2)CC1 (configuration not stated)	1	6	-4	14	-18	2	5	-5	1.3
CC(=O)c1ccc(N2CCN(CC(O)COCc3ccco3)CC2)cc1 (configuration not stated)	0	-3	0	-2	18	0	5	-10	-1.6
O=C(NCCc1ccccn1)c1cccc(S(=O)(=O)N2CCCCCC2)c1	1	8	-10	-3	-4	4	4	-6	-0.6
O=C(/C=C/c1cccs1)NC1CC1	0	0	-6	-8	2	1	6	-3	1.9
CCn1ncc(C2=NOC(C(=O)Nc3cnn(C45CC6CC(CC(C6)C4)C5)c3)C2)c1C (configuration not stated)	-1	0	-5	1	3	-3	4	-14	1.7
CCCCn1c(SCN2C(=O)c3ccccc3C2=O)nc2cc(S(N)(=O)=O)ccc21	-2	2	-8	9	-17	-2	1	-4	-0.6
CCN(CC)C(=O)CNC(=O)Cc1ccc(Cl)cc1	3	1	-2	1	16	0	6	-13	-1.0
C=CCSC(=S)Nc1c(C)n(C)n(-c2ccccc2)c1=O	2	-1	-4	7	-5	1	3	-12	2.8
C[C@H](NC(=O)CCCn1nnc2ccccc2c1=O)C(=O)O	0	.	4	-9	1	-6	2	0	0.8
CC(NC(=O)CN1CCN(Cc2ccc(Cl)cc2)C1=O)c1ccc2c(c1)OCCO2 (configuration not stated)	-3	4	-8	11	-3	4	8	-2	-0.5
O=C(OCCO)c1cc(Cl)c(C(=O)OCCO)cc1Cl	-2	-3	-5	5	19	-6	2	1	-1.3
O=C(Cc1ccccc1)NN1C(=O)C2C3C=CC(C3)C2C1=O (configuration not stated)	1	5	1	-2	-19	-3	-3	-22	-0.5

Looked up one by one from the entries so far:
SMILES	Runt-CBFb FRET	NPY-Y1 antag	RBBP9 inh	NPY-Y2 PAM-ag	NPY1 pot ag	Ba/F3 V617F tox	BaF3 tox	S1P4 antag	S1P4 agonist
C=CCSC(=S)Nc1c(C)n(C)n(-c2ccccc2)c1=O	2	-1	-4	7	-5	1	3	-12	2.8
O=C(O)c1ccc(NCc2cccc(Br)c2)cc1	0	2	5	1	-2	-1	5	-11	0.2

(more compounds)
SMILES	Runt-CBFb FRET	NPY-Y1 antag	RBBP9 inh	NPY-Y2 PAM-ag	NPY1 pot ag	Ba/F3 V617F tox	BaF3 tox	S1P4 antag	S1P4 agonist
Fc1ccc(CSc2nnc(-c3ccco3)o2)cc1	0	.	7	0	11	-2	7	2	0.5
CC1CCCC(C)N1C(=O)CSc1nnc(-c2c[nH]c3ccccc23)o1 (configuration not stated)	-2	-1	-8	8	10	-3	2	-5	2.4
CN(C)CCCCOc1cccc(Br)c1	2	0	-8	-8	-17	6	12	-10	0.3
CCCn1c(=O)c2ccccc2n2c(SCc3cc(=O)oc4ccc5ccccc5c34)nnc12	-1	9	-6	0	-15	1	8	-14	1.1
COc1ccccc1OCC(=O)OC/C(O)=C(\C#N)c1nc2ccccc2[nH]1	1	3	-5	-1	-12	-3	-2	-4	1.4
CC(C)NCC(O)COc1c(F)cc(Br)cc1F (configuration not stated)	-3	-5	-1	18	34	-2	5	-8	1.6
O=C(NCCCn1ccnc1)c1cc(-c2ccc(Cl)cc2)nc2ccccc12	-1	3	-8	-21	3	1	5	-7	-1.0
CCOC(=O)/C(=N/Nc1ccc(OC)cc1)N1CCCc2ccccc21	4	.	5	-15	7	3	0	11	-0.9
COc1cccc(-c2nnc(SCC(=O)Nc3cc(C)on3)n2C)c1	-2	3	-10	-1	-5	-1	5	1	-2.3
O=C(O)c1oc2ccccc2c1-n1cccc1	3	8	-3	-7	4	2	4	-5	-1.9
COC(=O)Cn1cc(C#N)c2ccccc21	-2	-5	-9	5	-4	-6	-1	-1	-1.3
N=C(N)SCc1cn2ccccc2n1	-1	-4	-3	-5	10	3	-4	-6	2.5
C=CCNc1nc(-c2sc(NC(C)=O)nc2C)cs1	4	-4	0	-3	12	2	5	14	-0.7
CCOc1ccc(NC(=O)CN2CCN(CC(=O)Nc3cc(OC)cc(OC)c3)CC2)cc1	-1	0	0	10	5	-3	5	-1	-2.4
O=C(Nc1nc2ccc([N+](=O)[O-])cc2s1)c1ccc(S(=O)(=O)N2CCCc3ccccc32)cc1	-6	-1	4	-5	11	1	3	-8	-1.9
CC(=O)c1sc(-c2ccccc2)cc1NS(=O)(=O)c1ccc(C)cc1	15	.	0	8	-6	1	1	-5	0.6
O=C1NC(=O)/C(=C\c2ccsc2)N1	0	-2	-6	-3	-11	-1	3	-5	-0.4
CC(=O)Nc1nc2ccccc2n1CCOc1ccccc1	2	16	-6	-6	7	2	2	-3	0.2
CC(=O)c1cccc(NC(=O)c2ccc3c(=O)n4c(nc3c2)CCCCC4)c1	0	-4	4	-6	-2	4	6	8	-1.9
Cc1ccc(-c2cc3ccccc3nc2N2CCOCC2)cc1	-3	7	-3	-2	-9	-1	1	-33	1.9
Cn1c2ccccc2c2cnn(CC(=O)Nc3ccc(F)cc3F)c(=O)c21	-2	.	-4	-9	-3	-1	0	5	0.8
CSc1nsc(SC)c1C(=O)O	0	-1	-10	9	5	-1	2	13	0.1
Nc1ccc(Nc2ccncc2[N+](=O)[O-])cc1	4	11	-4	2	-2	3	5	-17	2.0
O=c1[nH]c2ccc(NS(=O)(=O)c3ccc(Cl)cc3)cc2[nH]1	-1	-7	-8	9	10	10	6	-6	0.1
CCCN1C(=O)/C(=C/c2cc(C)n(C)c2C)SC1=Nc1ccc(OCC)cc1	-5	0	3	-17	-6	1	5	-12	1.2
CCNC(=O)c1ccccc1-c1nc(-c2ccccc2)no1	1	.	-9	4	-9	3	0	-8	-0.9
O=[N+]([O-])c1cccc(P(=O)(O)c2cccc([N+](=O)[O-])c2)c1	-1	.	-2	2	19	-4	3	2	0.9
Cc1[nH]nc2nc(SCC(=O)NCC3CCCO3)n(-c3ccc(Br)cc3)c(=N)c12 (configuration not stated)	-3	4	-6	5	1	-3	1	-14	-2.5
Cn1c(=O)c2c(nc(NCc3ccco3)n2Cc2ccc(Cl)cc2Cl)n(C)c1=O	-1	-5	3	0	-4	0	7	-2	1.5
Cc1cc(/C=C2/SC(=S)N(c3cccc(Cl)c3)C2=O)c(C)n1-c1cccnc1	.	4	-11	17	-18	-3	2	-4	-2.0
CCC(=O)N1CCN(c2ccc(Cl)cc2NC(=O)c2ccc(Br)o2)CC1	.	9	1	-1	-31	-2	1	-4	-2.1
c1ccc(CCNc2ccnc3cc4ccccc4cc23)cc1	36	18	-5	17	-9	53*	43*	9	6.1
Cn1c(SCC(=O)c2ccc(F)cc2)nnc1-c1ccccn1	-1	.	8	-12	-6	-1	0	-50	0.7
COc1ccc(C2c3c(-c4ccccc4O)n[nH]c3C(=O)N2Cc2ccco2)cc1OC (configuration not stated)	4	.	-5	-29	-21	1	-2	-1	0.3

Screens: PubChem, several laboratories
